FadD28 FP inh = inhibitors of FadD28 bisubstrate probe binding, primary screen, biochemical, fluorescence polarization, single point. inhibition, % at 12.5 µM. AID 588549, 2011. 360,000 compounds, 0.22% hits; in the data active = inhibition above about 8.5%, passing the limit was not always enough; inconclusive = no clear call, values can overlap the other calls
Anthrax LF inh2 = Bacillus anthracis LF protease inhibitors, primary screen, biochemical, multiplex microsphere, MLPCN library; Lethal factor (Bacillus anthracis), P15917; multiplex microsphere protease cleavage assay; inhibition, % at 10 µM; 360,000 compounds, 0.12% hits; AID 588501, 2011; also: plate controls were buffer without enzyme for full effect and enzyme alone for no effect
Target sequence (P15917 whole entry, looked up): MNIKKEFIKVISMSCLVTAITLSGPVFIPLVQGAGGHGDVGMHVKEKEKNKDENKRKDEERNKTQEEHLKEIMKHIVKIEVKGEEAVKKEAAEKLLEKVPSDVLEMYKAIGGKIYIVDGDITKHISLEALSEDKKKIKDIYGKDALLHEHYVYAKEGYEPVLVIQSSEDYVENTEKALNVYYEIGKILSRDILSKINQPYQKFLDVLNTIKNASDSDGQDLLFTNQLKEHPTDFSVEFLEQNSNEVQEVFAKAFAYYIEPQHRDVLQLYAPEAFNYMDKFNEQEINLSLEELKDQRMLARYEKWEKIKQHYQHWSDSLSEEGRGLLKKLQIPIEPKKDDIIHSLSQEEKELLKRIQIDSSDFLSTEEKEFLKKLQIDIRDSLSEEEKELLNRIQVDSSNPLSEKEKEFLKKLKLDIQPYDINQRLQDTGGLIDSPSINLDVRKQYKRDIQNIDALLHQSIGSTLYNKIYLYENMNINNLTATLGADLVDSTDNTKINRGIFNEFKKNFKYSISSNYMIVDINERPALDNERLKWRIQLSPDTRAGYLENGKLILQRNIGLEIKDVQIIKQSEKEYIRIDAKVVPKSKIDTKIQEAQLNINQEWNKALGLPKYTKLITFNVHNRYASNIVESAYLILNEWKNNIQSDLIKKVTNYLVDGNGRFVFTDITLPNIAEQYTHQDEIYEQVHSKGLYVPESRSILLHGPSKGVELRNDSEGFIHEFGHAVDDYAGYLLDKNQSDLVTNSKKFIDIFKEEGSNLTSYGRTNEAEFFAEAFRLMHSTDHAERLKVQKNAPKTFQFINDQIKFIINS
BoNT F protease = BoNT/F light chain protease inhibitors, primary screen, biochemical, flow cytometry, MLPCN library. inhibition, % at 10 µM. Multiplex microsphere protease cleavage assay. 360,000 compounds, 0.22% hits; in the data active = inhibition above about 35%, passing the limit was not always enough; inconclusive = no clear call, values can overlap the other calls; also: plate controls were buffer without enzyme for full effect and enzyme alone for no effect
Mtb FBA inh = Mtb FBA enzyme inhibitors, primary screen, biochemical, fluorescence, strain H37Rv; Fructose-bisphosphate aldolase (Mycobacterium tuberculosis (strain ATCC 25618 / H37Rv)), …; purified M. tuberculosis FBA, fluorescence read-out; 360,000 compounds, 2.3% hits; AID 588726, 2011; inhibition, % at 1 µM; in the data active = inhibition above about 27%;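 also: 0% = vehicle and 100% = reference inhibitor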
GDH-TPI inh = GDH-TPI coupling enzyme inhibitors, primary screen, artefact control for M. tuberculosis FBA inhibitor project, biochemical, absorbance, full deck; inhibition, % at 4.8 µM; 360,000 compounds, 1.2% hits; GDH-TPI coupled enzyme counterscreen, NADH absorbance; AID 588335, 2011; in the data active = inhibition above about 30%;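 also: 0% = DMSO wells and 100% = wells lacking the enzyme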
PfHsp40 yeast = rescue of yeast from PfHsp40 toxicity, primary screen, S. cerevisiae, ATP luminescence; growth rescue, % at 12.5 µM; AID 504582, 2011; 340,000 compounds, 0.68% hits; S. cerevisiae expressing PfHsp40, growth rescue; in the data active = growth rescue above about 28%, passing the limit was not always enough; inconclusive = no clear call, values can overlap the other calls;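 also: yeast W303a lacking pdr1 and pdr3 grown in galactose medium; growth measured after three days at 30 °C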
UGM FP inh = M. tuberculosis UGM enzyme inhibitors, primary screen, biochemical, fluorescence polarization, single point; UDP-galactopyranose mutase (Mycobacterium tuberculosis (strain ATCC 25618 / H37Rv)), …; purified UGM, fluorescence polarization probe displacement; inhibition, % at 10 µM; 320,000 compounds, 0.06% hits; in the data active = inhibition above about 10%, passing the limit was not always enough; inconclusive = no clear call, values can overlap the other calls
BioA inh = M. tuberculosis BioA enzyme inhibitors, primary screen, biochemical, plate reader, single point, HTS | AID 602481, 2012 | inhibition, % at 9.99 µM | purified M. tuberculosis BioA enzyme | 7,8-diaminopelargonic acid synthase BioA (Mycobacterium tuberculosis) | 360,000 compounds, 0.096% hits; in the data active = inhibition above about 40%; inconclusive = no clear call, values can overlap the other calls
BoNT A protease = BoNT/A light chain protease inhibitors, primary screen, biochemical, flow cytometry, MLPCN library; multiplex microsphere protease substrate cleavage; Botulinum neurotoxin type A light chain protease (Clostridium botulinum A str. ATCC 3502); 360,000 compounds, 0.17% hits; inhibition, % at 10 µM; AID 588499, 2011; also: plate controls were buffer without enzyme for full effect and enzyme alone for no effect
* marks the source's active call; other numbers are inactive results; ? = inconclusive; nt = no result given. Rule as the data show it, unless noted: active = inhibition above about 30%; inconclusive = no clear call, values can overlap the other calls; inactive = below that. Not a hit list. About 4.7% of those tested had a hit in this group.

SMILES	FadD28 FP inh	Anthrax LF inh2	BoNT F protease	Mtb FBA inh	GDH-TPI inh	PfHsp40 yeast	UGM FP inh	BioA inh	BoNT A protease
O=C1c2ccccc2CCC1C(O)c1ccccn1 (configuration not stated)	1.8	-6	-2	0	18	0.0	0.0	-0.9	-1.4
CC(=O)Nc1cccc(C(=O)OC(C)C(=O)N2CCc3ccccc32)c1 (configuration not stated)	-1.1	?	?	1	-4	-1.4	-1.3	-2.3	?
O=C(NC1CCCC1)C1CCCN1C(=O)Nc1ccccc1 (configuration not stated)	0.9	7	-2	-2	5	-0.6	0.2	-1.4	0.7
Cc1cc(C)n(-c2cc(N3CCN(C(=O)c4ccccc4C)CC3)ccc2[N+](=O)[O-])n1	-1.9	0	-6	-7	13	-2.2	6.1	3.0	-0.5
CC[C@]12C(=O)N(C)C[C@H]([C@@H]3C(=O)N(C)C(=O)[C@@H]31)N2C(=O)c1ccc(Br)cc1	-1.4	-3	0	0	1	2.8	nt	0.0	-0.5
CCOC(=O)C1CCCC(NS(=O)(=O)c2ccc(NC(C)=O)cc2)C1 (configuration not stated)	-2.1	-6	-8	-1	-8	0.2	0.7	nt	-0.7
Clc1ccc(C(c2cccs2)N2CCNCC2)cc1 (configuration not stated)	-3.4	-11	-12	-1	-6	nt	nt	nt	0.0
Cc1cc(NC(=O)C2CC(=O)N(c3ccccc3C)C2)no1 (configuration not stated)	1.0	8	4	0	2	0.8	1.9	-0.2	-3.2
CCn1cc(CN2CCC(C(=O)Nc3cccc(-c4cscn4)c3)CC2)cn1	-0.3	-3	-1	1	1	-2.4	1.0	3.0	-2.2
N#CCN1C(=O)NC2(CCCc3sccc32)C1=O (configuration not stated)	-0.1	0	0	-2	2	1.4	0.2	10	-0.6

Four compounds drawn at random from the list so far, as already listed:
SMILES	FadD28 FP inh	Anthrax LF inh2	BoNT F protease	Mtb FBA inh	GDH-TPI inh	PfHsp40 yeast	UGM FP inh	BioA inh	BoNT A protease
Cc1cc(NC(=O)C2CC(=O)N(c3ccccc3C)C2)no1 (configuration not stated)	1.0	8	4	0	2	0.8	1.9	-0.2	-3.2
CCOC(=O)C1CCCC(NS(=O)(=O)c2ccc(NC(C)=O)cc2)C1 (configuration not stated)	-2.1	-6	-8	-1	-8	0.2	0.7	nt	-0.7
O=C1c2ccccc2CCC1C(O)c1ccccn1 (configuration not stated)	1.8	-6	-2	0	18	0.0	0.0	-0.9	-1.4
CC[C@]12C(=O)N(C)C[C@H]([C@@H]3C(=O)N(C)C(=O)[C@@H]31)N2C(=O)c1ccc(Br)cc1	-1.4	-3	0	0	1	2.8	nt	0.0	-0.5

Other structures follow:
SMILES	FadD28 FP inh	Anthrax LF inh2	BoNT F protease	Mtb FBA inh	GDH-TPI inh	PfHsp40 yeast	UGM FP inh	BioA inh	BoNT A protease
COC(=O)c1cc(-c2ccc(OC)cc2)on1	-0.1	0	-1	-2	1	-0.5	-1.0	-2.4	0.3
CC(C)(C)c1ccc(-c2noc(C(=O)NN)n2)cc1	-15	nt	nt	-2	26	-0.1	-2.5	0.2	nt
Cn1c(CCNC(=O)c2ccccc2F)nnc1SCc1nc2ccccc2c(=O)[nH]1	-1.6	-3	3	2	4	0.9	-0.4	1.0	-0.2
Cc1cc2ncn(C3CC(=O)N(C)C3=O)c2cc1C (configuration not stated)	0.8	0	6	1	11	0.3	2.2	0.2	2.3
O=C(Cn1c(NCCO)nc2ccccc21)c1ccc(Cl)cc1Cl	-1.3	-7	?	3	-6	0.3	-2.2	1.6	1.7
COc1ccc(/C=N/n2c(-c3n[nH]c4c3CCC4)n[nH]c2=S)cc1	-1.0	14	?	1	16	-0.2	2.1	nt	2.4
O=C(O)CC1SC(=O)N(Cc2ccccc2)C1=O (configuration not stated)	-0.4	5	-6	4	13	0.3	-0.6	nt	0.2
Cc1noc(C)c1CSCC(=O)OCC(=O)Nc1sccc1C#N	-0.1	10	-9	0	8	-0.4	1.0	0.8	-0.2
COc1cccc(N2C(=O)CC(N3CCC(c4nc5ccccc5[nH]4)CC3)C2=O)c1 (configuration not stated)	-4.0	2	12	4	-11	0.6	1.4	1.5	0.4
Cn1c(=O)c2c(nc(CN3CCC(C(N)=O)CC3)n2Cc2c(Cl)cccc2Cl)n(C)c1=O	-0.5	4	-5	3	4	2.2	-0.5	0.5	-0.7
CC(=O)N1CCN(C(=O)COC(=O)COc2ccc(C#N)cc2)CC1	-3.1	-4	-2	-2	4	0.1	0.9	nt	0.1
CCOc1ccc(N(Cc2ccc(OC)c(OC)c2)C(=O)c2ccco2)cc1	-0.9	-6	-8	1	1	-0.6	-2.5	nt	-1.1
COC(=O)CCCC1=CC2=CC(=O)C(C)(OC(=O)c3cccs3)C(=O)C2=CN1Cc1ccco1 (configuration not stated)	-3.2	-11	-8	-2	24	-0.5	0.3	4.5	-0.9
CN(CC(=O)NCCc1ccc(S(N)(=O)=O)cc1)S(=O)(=O)c1cccc2nsnc12	0.0	1	4	1	7	-0.3	-3.3	-1.1	1.4
Cc1c(C(=O)N2CCN(CCc3ccccn3)CC2)oc2ccc(F)cc12	-0.1	-1	0	5	10	-0.4	1.2	13	-0.4
COC(=O)C(NC(=O)c1ccccc1)=C(C)C	-2.1	0	0	2	6	0.4	0.5	0.1	0.3
CC1=CC(=O)N(c2ccn(C)n2)C1=O	-3.9	4	4	2	4	2.3	-2.3	nt	-0.2
CCOC(=O)c1ccc(NC(=O)CCc2nc(-c3ccccc3)no2)cc1	-5.5	-1	-22	1	-2	19	3.3	-1.2	-0.1
COc1cccc(NC(=O)Nc2c(C)n(C)n(-c3ccccc3)c2=O)c1	-2.0	3	3	2	5	-0.2	-0.7	0.7	0.2
c1ccc(-c2cc(-c3nnc4sc(-c5ccccn5)nn34)[nH]n2)cc1	-11	1	5	-1	7	-1.4	2.9	0.7	0.2
O=C(Nc1cccc(C(=O)N2CCCC2)c1)C1CCC1	-0.4	-1	-5	3	9	1.0	nt	-1.0	0.1
O=C(COc1ccc(F)cc1Br)NCC1(N2CCCCC2)CCCCC1	-2.8	-4	6	-6	3	-1.0	-1.1	0.9	0.3
O=C(CCCOc1ccccc1)NCCc1nc2ccccc2[nH]1	-1.7	-4	-3	-1	-1	-0.3	-2.1	1.5	-0.4
COC(=O)c1cc(NC(=O)Cn2c(=O)oc3ccccc32)cc(C(=O)OC)c1	-4.1	-2	5	-4	-8	-1.0	4.1	0.7	2.1
CC1CC(=O)N(C)c2cc([N+](=O)[O-])ccc2N1 (configuration not stated)	-1.2	-4	2	-2	7	-0.1	3.4	1.1	-1.3
c1ccc(Nc2nc(CSc3ncn[nH]3)cs2)cc1	0.0	1	-6	-5	0	2.6	0.9	nt	0.2
COc1cccc(CNC(=S)Nc2ccc3c(c2)c(=O)n(C)n3C)c1	0.9	1	-1	26	15	nt	nt	0.3	-0.7
CC(=O)OCCCN(C)CC/C=C1/c2ccccc2CSc2ccccc21	-5.8	-14	-11	1	-12	-0.6	1.4	nt	-0.6
O=C(COc1ccc(S(=O)(=O)N2CCOCC2)cc1Cl)NCCCn1ccnc1	0.0	-3	-1	-2	-2	-0.2	1.1	-0.6	-0.3
CCn1c(SCC(=O)Nc2cc(C)on2)nc2c1c(=O)n(C)c(=O)n2C	-2.7	-2	-3	-2	-6	-2.0	-1.4	0.4	?

One compound at a time, from the list above:
`CN(CC(=O)NCCc1ccc(S(N)(=O)=O)cc1)S(=O)(=O)c1cccc2nsnc12` as listed: FadD28 FP inh: 0.0; Anthrax LF inh2: 1; BoNT F protease: 4; Mtb FBA inh: 1; GDH-TPI inh: 7; PfHsp40 yeast: -0.3; UGM FP inh: -3.3; BioA inh: -1.1; BoNT A protease: 1.4
`COc1ccc(/C=N/n2c(-c3n[nH]c4c3CCC4)n[nH]c2=S)cc1` as listed: FadD28 FP inh: -1.0; Anthrax LF inh2: 14; BoNT F protease: ?; Mtb FBA inh: 1; GDH-TPI inh: 16; PfHsp40 yeast: -0.2; UGM FP inh: 2.1; BioA inh: nt; BoNT A protease: 2.4

Additional records.
SMILES	FadD28 FP inh	Anthrax LF inh2	BoNT F protease	Mtb FBA inh	GDH-TPI inh	PfHsp40 yeast	UGM FP inh	BioA inh	BoNT A protease
CC(C)Sc1nnc(SCC(=O)NCCCN2CCCC2=O)s1	-1.7	-2	4	1	5	5.0	2.1	-1.4	-0.5
CCc1ccc2nc(N(CCN(C)C)C(=O)/C=C/c3cccs3)sc2c1	-2.4	3	-3	5	11	0.3	-1.3	-0.5	-0.6
NC(=O)c1ccccc1NC(=O)CCn1c(=S)oc2ccccc21	0.5	3	12	1	3	-0.6	1.1	0.3	-0.9
O=C(O)c1cc(NC(=O)c2ccccc2[N+](=O)[O-])ccc1O	-1.5	-8	2	-1	3	0.3	-3.5	nt	-1.0
CC(NC(=O)C(NC(=O)C(Cc1c[nH]c2ccccc12)NC(=O)OC(C)(C)C)C(C)C)C(N)=O (configuration not stated)	-1.2	-2	2	2	3	-0.3	5.1	0.5	0.2
CCc1nc2ccc(C(=O)Nc3cc(-c4ccccc4)ccc3OC)cn2c1N(C)Cc1ccc(OC)cc1	-5.0	-6	2	0	9	nt	nt	-2.3	-0.4
COC(=O)c1ccc(CSc2nc3ccccc3c(=O)n2C)o1	-1.6	-6	-18	0	-3	1.1	0.1	-1.8	-3.5
CC(=O)Nc1cnc(-c2cccc(C(=O)N3CCOCC3)c2)cn1	-4.0	1	0	9	-2	nt	nt	1.0	0.1
CC1CC(=O)C2=C(C1)Nc1ccccc1N(C(=O)COc1ccccc1)C2c1ccco1 (configuration not stated)	-0.3	1	12	0	27	1.0	-0.6	0.6	0.8
O=C(CCC1CCCN(C(=O)c2ccco2)C1)NCc1ccccc1F (configuration not stated)	-1.0	0	-3	2	27	1.2	1.6	-2.5	1.4
Nc1ccc(CC2SC(=O)NC2=O)cc1 (configuration not stated)	1.5	-2	-2	4	5	-1.2	2.4	-1.0	-0.7
COc1ccc(C2NCCc3c2[nH]c2ccccc32)cc1COc1ccc(F)cc1 (configuration not stated)	-3.1	-2	-28	0	9	0.2	0.9	nt	-0.6
CCn1ccc(C(=O)Nc2ccc(N(C)C(C)=O)cc2)n1	-2.5	-4	10	3	0	-0.5	-1.7	-0.4	-0.2
O=C(CN1C(=O)c2ccccc2S1(=O)=O)N1CCN(c2cccc(Cl)c2)CC1	0.0	-2	-5	-5	-2	-0.4	2.3	0.0	-0.8
CN(C)C(=O)c1c(-c2ccccc2)oc2ccc(O)cc12	-2.6	4	0	18	7	1.4	-0.4	0.1	-0.2
Cc1ccc(N(CC(=O)N2CCc3ccccc3C2)S(C)(=O)=O)cc1	-1.2	2	?	1	5	1.0	-1.0	3.9	-2.7
O=C(CSc1ncnc2scc(-c3ccccc3)c12)Nc1ccc(C(=O)O)cc1	-9.0	-6	2	2	-4	0.9	-4.8	14	0.7
C[C@H](NC(=O)c1ccco1)C(=O)Nc1ccc2c(c1)OCO2	-0.2	-2	-6	1	-4	0.9	1.2	nt	-0.3
COc1ccc2c(c1)/C(=N/OC(=O)c1cccs1)CCC2	-3.7	0	-2	1	-5	3.3	1.5	nt	-0.5
